GLP-1R agonist: activates the human GLP-1 receptor. P43220. HEK293 GLP-1R CRE-luciferase, luminescence, 4-6 h; cells express a hypersensitive GLP-1R form. 380,000 compounds, 0.007% hits. Potency, µM (top dose mostly 45.6 µM), inactives show at the top dose activation, hits mostly activators; further: potency means the concentration at half of the fitted maximal effect; % of control where 0% means no effect
Target sequence (P43220 whole entry, looked up): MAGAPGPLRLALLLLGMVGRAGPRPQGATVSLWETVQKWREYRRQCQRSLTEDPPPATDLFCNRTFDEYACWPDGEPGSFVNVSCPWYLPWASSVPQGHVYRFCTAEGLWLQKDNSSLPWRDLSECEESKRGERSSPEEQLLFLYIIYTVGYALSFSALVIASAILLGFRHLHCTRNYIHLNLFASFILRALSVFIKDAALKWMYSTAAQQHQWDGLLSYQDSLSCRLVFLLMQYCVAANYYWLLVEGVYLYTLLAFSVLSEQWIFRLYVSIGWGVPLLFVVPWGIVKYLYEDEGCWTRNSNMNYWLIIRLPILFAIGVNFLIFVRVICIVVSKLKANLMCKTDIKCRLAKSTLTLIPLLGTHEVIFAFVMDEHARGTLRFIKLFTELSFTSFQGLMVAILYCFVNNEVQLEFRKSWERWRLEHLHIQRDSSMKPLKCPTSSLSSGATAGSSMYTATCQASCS
KB-V1 cytotox: kills drug-selected multidrug resistant KB-V1 cells; Potency, µM (highest dose often 46.1 µM), for inactives: at the top dose activity change, negative = cytotoxicity, usual class: cytotoxic; KB-V1 MDR cells viability, CellTiter-Glo, 72 h; 400,000 compounds, 3.4% hits; AID 1347076; further: potency means the concentration at half of the fitted maximal effect; on the % scale 0 is the no-effect control and ±100 the full control effect; nearly all actives have a fitted effect of over 60% in size
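Cytotoxicity toward P-gp-expressing KB-V1 cells was determined as loss of CellTiter-Glo luminescence after 72 h at 37 degrees C. Compounds were tested in quantitative HTS format across a concentration range, with curves fitted to normalized data.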
DRD3 agonist: D3 dopamine receptor (human) agonism. P35462. D3R DiscoveRx beta-arrestin cells, luminescence, 90 min. max activation, %. 410,000 compounds, 0.58% hits. AID 652048; in the data active means max activation above about 30%; further: 0% is about no effect; mostly tested at two doses, the higher about 12 µM
Target sequence (P35462 whole entry, looked up): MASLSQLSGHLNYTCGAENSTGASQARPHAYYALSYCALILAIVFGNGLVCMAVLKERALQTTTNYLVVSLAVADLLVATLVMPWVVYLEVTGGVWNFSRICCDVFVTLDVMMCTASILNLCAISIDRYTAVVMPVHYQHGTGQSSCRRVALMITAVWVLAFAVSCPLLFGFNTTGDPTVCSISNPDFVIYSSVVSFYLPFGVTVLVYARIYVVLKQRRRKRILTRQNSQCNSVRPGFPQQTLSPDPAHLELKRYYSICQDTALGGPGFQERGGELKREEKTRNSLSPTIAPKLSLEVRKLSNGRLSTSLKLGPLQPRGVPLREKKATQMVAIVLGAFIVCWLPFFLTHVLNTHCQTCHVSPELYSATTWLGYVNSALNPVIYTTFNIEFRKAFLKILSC
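Cells at 1500/well, incubated overnight, then treated with pinned compounds (dopamine as control) for 90 min at 37 degrees C. DiscoveRx reagent added for 30 - 60 minutes at room temperature; luminescence read.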
KB-3-1 tox: kills parental KB-3-1 adenocarcinoma cells. AID 1347075. 400,000 compounds, 1.4% hits. KB-3-1 viability, CellTiter-Glo ATP luminescence, 72 h. Potency, µM (doses to about 46.1 µM), for inactives: top-dose activity change, negative = cytotoxic, usual class: cytotoxic; further: potency means the concentration at half of the fitted maximal effect; on the % scale 0 is the no-effect control and ±100 the full control effect; nearly all actives have a fitted effect of over 60% in size
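KB-3-1 cells, DMEM (no phenol red) + 10% FBS; compound by pin transfer, 72 h, 37 °C. Readout: CellTiter-Glo luminescence after 10 min. Data normalized, curve-fitted.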
HT1080NT lethal: kills 2HG-producing HT-1080-NT fibrosarcoma cells; HT-1080-NT fibrosarcoma viability, CellTiter-Glo ATP luminescence, 48 h; Potency, µM (titrated, usually from 46.1 µM), without a hit: at the highest dose activity, negative = less viability, usual class: cytotoxic; 360,000 compounds, 1.6% hits; AID 686970;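 further: NT is the 2HG producing partner of a matched IDH1 knockdown line; potency means the concentration at half of the fitted maximal effect; 0% = DMSO-treated cells and -100% = media-only wells without cells; nearly all actives have a fitted effect of over 55% in size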
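A 48-hour cytotoxicity screen used HT-1080-NT cells plated 2 hours before compound delivery. ATP-based CellTiter-Glo luminescence measured viability, normalized to DMSO and no-cell controls.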
HT1080 IDH1KD tx: kills HT-1080 cells with IDH1 knockdown. 360,000 compounds, 2% hits. HT-1080 IDH1 knockdown viability, ATP luminescence, 48 h. Potency, µM (top dose mostly 46.1 µM), for the others: top-dose activity, negative = toxicity, hits mostly cytotoxic;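 further: potency means the concentration at half of the fitted maximal effect; 0% = DMSO wells and -100% = cell-free medium wells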
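In this qHTS, HT-1080 cells depleted of IDH1 are exposed for 48 h at 37 °C to compound titrations. Toxicity is scored from CellTiter-Glo luminescence, with DMSO as full viability and medium alone as none.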
IL1B secr inh: inhibitors of inflammasome signaling (IL-1 beta secretion); AID 743279; THP-1 LPS/ATP IL-1B secretion, AlphaLISA, 16 h; hits give low values; activity change, % at 57.5 µM; 360,000 compounds, 4.7% hits; in the data active means activity change below about -50%; inconclusive means mostly about -30% to -49%; further: on the % scale 0 is the no-effect control and ±100 the full control effect
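Secreted IL-1B measured by AlphaLISA bead assay after 16 h compound exposure of THP-1 cells; compounds (final up to 57.5 uM) added 1 h before LPS (250 ng/mL) and ATP (1.25 mM) stimulation; lower signal means less secretion.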
SW480 rereplic: inducers of DNA re-replication in SW480 colon cancer cells. SW480 DNA re-replication, Hoechst DNA content imaging, 48 h. Potency, µM (series often up to 46.1 µM), inactives show top-dose re-replication activation, hits mostly activators. 340,000 compounds, 1.8% hits; further: potency means the concentration at half of the fitted maximal effect; % of control where 0% means no effect; nearly all actives have a fitted effect of over 55% in size
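250 cells/well; 23 nL cpd via pin tool; 48 hr, 37 C, 5% CO2; Hoechst 40 min; imager read of total nuclear intensity, ex 405/em 500-530 nm.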
DRD3 antagonist: blocks the human D3 dopamine receptor. max response, negative = inhibition, %. P35462. D3R cells, DiscoveRx beta-arrestin luminescence, antagonist mode; hits give low values. AID 652054. 360,000 compounds, 2.5% hits; in the data active means max response below about -50%; inconclusive means no clear call, values can overlap the other calls; further: on the % scale 0 is the no-effect control and ±100 the full control effect; mostly tested at two doses, the higher about 12 µM
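Cells expressing the human receptor were seeded at 1500 cells/well, incubated overnight at 37 degrees C in 5% CO2, then exposed to library compounds with dopamine controls for 90 minutes at 37 degrees C before luminescent detection.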
An asterisk follows results filed as active; ? = inconclusive; nt = no result given; [ ] = remark or other dose. Unless noted, the call rests on the fitted dose curve; in most records, active means well fitted curve in the direction sought with a large enough effect; inconclusive means small, poorly fitted or top-dose-only effect, or another doubt; inactive means no such curve, though single readings can be large; an effect the other way counts as inactive or inconclusive.

SMILES	GLP-1R agonist	KB-V1 cytotox	DRD3 agonist	KB-3-1 tox	HT1080NT lethal	HT1080 IDH1KD tx	IL1B secr inh	SW480 rereplic	DRD3 antagonist
N#C/C(=C\c1ccc(O)c(Br)c1)C(=O)N1CCCCC1	-7%	11%	-3	21%	2%	16%	-15	2%	?
COC(=O)[C@]12CCCCC=C1N(Cc1ccccc1)C(=O)[C@H](CC(=O)NCC1CCCCC1)C2	8%	?	-10	-16%	3%	8%	-8	nt	0
Cc1ccc(NC(=O)OC(C)N2CCCCC2)cc1NC(=O)OC(C)N1CCCCC1 (configuration not stated)	10%	?	-23	-7%	-13%	-10%	?	17%	0
CCCNS(=O)(=O)c1cccc(C(=O)NC2CCCc3ccccc32)c1 (configuration not stated)	3%	0%	-2	-19%	-4%	-13%	0	6%	-4
Cc1cccc2cc(C#N)c(NCCCn3ccnc3)nc12	2%	15µM*	1	7%	1%	-1%	-26	?	16
CC(C)CC(=O)/C(=C/c1ccc(N(C)C)cc1)n1cncn1	-6%	-4%	-5	12%	?	11%	3	-1%	-1
CCCn1nc(NS(=O)(=O)c2cccc3nonc23)c2cc3ccccc3nc21	7%	37%	1	18%	-10%	-15%	-29	3%	?
Cc1oc2ccc(O)cc2c1C(=O)c1ccccc1	18%	?	-5	18%	-1%	2%	20	7%	4
COc1ccc(C(=O)OCC(=O)NC2CC2)cc1[N+](=O)[O-]	5%	22%	2	3%	5%	3%	-12	-1%	13
CCC(=O)Nc1nnc(S(=O)(=O)N(C)Cc2ccco2)s1	-1%	27%	3	-1%	18%	4%	-12	-12%	-1
Brc1ccccc1-n1nnc(-c2nccs2)n1	8%	-1%	3	-7%	-3%	-7%	5	?	-25
Fc1ccc(-c2ccc(CNCc3ccccn3)o2)cc1	0%	?	-10	4%	14%	15%	-21	-2%	?
O=C(NCC(c1cccnc1)N1CCN(c2ccccc2)CC1)C1CCCCC1 (configuration not stated)	-1%	21µM*	-1	-15%	0%	-3%	12	1%	-18
COc1ccc(Br)cc1CNC(=O)Nc1cccs1	3%	?	-8	1%	?	?	-2	-1%	-22
Cc1cc(N2CCC(C(=O)Nc3ccc(F)cc3C)CC2)n2nc(C)c(-c3ccc(Cl)cc3)c2n1	0%	0%	6	19%	nt	nt	nt	nt	nt
CCOc1ccc(NC(=S)NCc2cccnc2)cc1	1%	-2%	16	0%	?	2%	-3	3%	-8
CCn1nc(C(C)C)cc1C(=O)N1CCCC(CO)(Cc2ccc(F)cc2F)C1 (configuration not stated)	7%	?	2	-14%	-2%	10%	28	-1%	16
COC1=C/C(=C/c2c(N)n3nc(-c4ccc(C)cc4)sc3nc2=O)C=CC1=O	-2%	4%	1	-1%	-8%	3%	45	12%	-9
CNC(=O)NC(=O)COC(=O)c1ccc(-n2c(C)ccc2C)cc1	9%	6%	6	0%	12%	4%	0	nt	23
O=C(Cn1cc2c(n1)CCCCC2)N1CCCCC1	-2%	6%	3	1%	5%	12%	14	-4%	-30
COCCNC(=O)c1c[nH]c2ccc(OC)cc2c1=O	-8%	-10%	-4	-8%	10%	7%	4	-1%	8
Cc1ccc(S(=O)(=O)N2[C@H](C(C)C)[C@H]3[C@H]4C(=O)N(c5ccccc5)C(=O)[C@H]4CC(=O)[C@H]3[C@@H]2c2ccccc2)cc1	-1%	20%	-2	0%	20%	11%	8	nt	27
CCCCNC(=O)c1ccc(NS(=O)(=O)c2ccccc2)cc1	2%	?	-7	2%	-2%	-7%	0	-2%	-3
C/C(=N\NC(=O)Cc1ccc(Cl)c(Cl)c1)c1cccnc1	3%	0%	5	-28%	1%	0%	-2	3%	15
Cc1ccsc1CN1CC(=O)N(c2c(C)cccc2C)C1=S	6%	?	-10	?	-5%	-2%	-13	-2%	-12
SMILES	GLP-1R agonist	KB-V1 cytotox	DRD3 agonist	KB-3-1 tox	HT1080NT lethal	HT1080 IDH1KD tx	IL1B secr inh	SW480 rereplic	DRD3 antagonist
CCOC(=O)N1CCN(C(=O)COc2ccc(Cl)cc2C)CC1	12%	0%	-5	-3%	0%	0%	-19	-6%	17
COc1ccccc1S(=O)(=O)Cc1ccc(C(=O)NCCN(C)C)o1	-5%	-2%	1	1%	-8%	6%	3	-3%	-9
CCCCN1Cc2cc(C(=O)c3cc(OC)ccc3O)cnc2NC1=O	-8%	-5%	-4	-1%	-4%	-1%	-8	0%[9.22 µM]	-15
C[C@H](CO)N1C[C@H](C)[C@@H](CN(C)CC2CC2)Oc2c(NS(=O)(=O)c3ccc(F)cc3)cccc2C1=O	-1%	22%	-5	3%	18%	3%	14	-5%	19
CCOC(=O)Cn1nc2oc(=O)c(CCN3CCN(c4ccccc4OC)CC3)c(C)c2c1C	15%	?	-7	11%	-1%	-3%	-3	nt	-108*
CCOc1ccccc1NC(=O)NCc1ccc2c(c1)OCO2	11%	-5%	-5	0%	-4%	14%	14	4%	-8
O=C(c1cc(F)c(F)cc1Cl)N1CCN(c2ccc([N+](=O)[O-])c3ncccc23)CC1	9%	0%	-14	-6%	0%	8%	25	-6%	?
NC12CCc3c(no[n+]3[O-])C1(O)CC(c1ccccc1)=[N+]2[O-] (configuration not stated)	-4%	0%	1	8%	-9%	4%	4	-4%	8
O=C(COc1cccnc1[N+](=O)[O-])Nc1ccc(S(=O)(=O)N2CCOCC2)cc1	9%	-11%	4	9%	2%	14%	55	-1%	9
Nc1c(C(=O)CSc2nncn2-c2ccccc2)c(=O)[nH]c(=O)n1C1CC1	12%	?	-3	21%	5%[9.24 µM]	14%	11	-4%	6
Cc1nc2ccc(C(=O)N3c4ccccc4N=C(c4ccc5c(c4)OCO5)C3C(=O)NCc3ccccc3)cc2[nH]1 (configuration not stated)	nt	4%	0	20%	-15%	-22%	-2	nt	-16
COc1ccc(S(=O)(=O)NCc2ccco2)cc1NC(=O)c1ccccc1	17%	?	-6	?	-26%	?	-12	?	8
CCN1C(=O)[C@@H]2[C@@H]3CN(S(=O)(=O)c4ccc(C)cc4)[C@@H](c4ccccc4)[C@@H]3C(=O)C[C@@H]2C1=O	-4%	13%	8	0%	16%	19%	-9	nt	12
COc1ccccc1-n1cnnc1SCC(=O)c1cc(C)n(Cc2cccs2)c1C	6%	16µM*	7	0%	0%	-3%	0	-5%	-10
C=CCn1c(COc2ccc(OC)cc2)nnc1SC(C)C(=O)NC1CC1 (configuration not stated)	-8%	-9%	-1	-1%	-9%	-7%	-1	-6%	-5
O=c1[nH]c(C2CCN(S(=O)(=O)c3ccccc3F)CC2)nc2c1nnn2Cc1ccc(F)cc1	10%	-10%	-3	-8%	-11%	-17%	-22	-1%	4
Cc1ccc(NC(=O)CCCNC(=O)c2ccc(Cl)cc2)cc1S(=O)(=O)N1CCOCC1	1%	?	1	-11%	0%	-3%	36	0%	12
CC(C)(C)N=C(NS(=O)(=O)c1cccs1)c1ccccc1	1%	-12%	8	11%	5%	6%	12	3%	-5
O=C(OCc1cn([C@H]2C[C@H](c3ccc(Cl)cc3)N(Cc3cccs3)C[C@@H]2O)nn1)c1ccccc1	-4%	?	2	1%	0%	-15%	-18	nt	-5
CCCNC(=O)C1(C)CCCN(Cc2cc(-c3ccccc3)n(C)n2)C1 (configuration not stated)	13%	3%	-14	0%	17%	7%	-25	nt	0
CN1CCCN(C(=O)CC2(CC(=O)O)CCCCC2)CC1	0%	-10%	-12	1%	28%	12%	10	?	-2
N#CCn1c(CCl)nc2ccccc2c1=O	13%	0%	1	?	-7%	-5%	-56*	-2%	-12
COc1cc(-c2cnc3c(NC=O)cc(-c4cccc(C(F)(F)F)c4)cn23)cc(OC)c1OC	14%	23µM*	7	?	?	?	24	nt	6
O=C(NCc1ccco1)NC1CCCCC1	4%	21%	-13	-1%	9%	14%	-12	-3%	-5
CC(c1cccs1)N(Cc1ccco1)C(=S)Nc1ccccc1Cl (configuration not stated)	4%	-11%	11	-8%	-3%	-5%	-13	-2%	-13

Compound profiles, from the list above:
`COc1ccc(C(=O)OCC(=O)NC2CC2)cc1[N+](=O)[O-]` is listed with GLP-1R agonist = 5%; KB-V1 cytotox = 22%; DRD3 agonist = 2; KB-3-1 tox = 3%; HT1080NT lethal = 5%; HT1080 IDH1KD tx = 3%; IL1B secr inh = -12; SW480 rereplic = -1%; DRD3 antagonist = 13
`COC1=C/C(=C/c2c(N)n3nc(-c4ccc(C)cc4)sc3nc2=O)C=CC1=O` is listed with GLP-1R agonist = -2%; KB-V1 cytotox = 4%; DRD3 agonist = 1; KB-3-1 tox = -1%; HT1080NT lethal = -8%; HT1080 IDH1KD tx = 3%; IL1B secr inh = 45; SW480 rereplic = 12%; DRD3 antagonist = -9

Going on with the list.
SMILES	GLP-1R agonist	KB-V1 cytotox	DRD3 agonist	KB-3-1 tox	HT1080NT lethal	HT1080 IDH1KD tx	IL1B secr inh	SW480 rereplic	DRD3 antagonist
CCOC(=O)c1ccc(NS(=O)C23CC4CC(CC(C4)C2)C3)cc1 (configuration not stated)	0%	3%	1	1%	?	-3%[9.24 µM]	12	-2%	-22
COc1ccc([C@H]2C[C@H](n3cc(C4CC4)nn3)[C@@H](O)CN2C(=O)C2CCCCC2)cc1	-4%	?	8	?	17%	11%	-16	nt	24
O=[N+]([O-])c1cccc(/C=N/Nc2nc(C(Cl)(Cl)Cl)nc3ccccc23)c1	1%	1%	2	12%	3%	10%	16	-3%	8
Cc1ccc(C)c(S(=O)(=O)N2CCCC2CNC(=O)C(=O)Nc2ccccc2)c1 (configuration not stated)	-1%	-29%	-4	11%	-7%	-5%	0	nt	-27
O=c1c2ccccc2cnn1Cc1ccc(Cl)c(Cl)c1	34%	?	-4	-6%	-17%	-11%	10	5%	4
C=CC[C@@H](CC(=O)N[C@@H](CO)Cc1ccccc1)C(=O)N[C@H](COC(=O)[C@@H](CC=C)Cc1ccc(F)cc1)Cc1ccccc1	-1%	2%	0	2%	1%	-2%	14	-8%	-12
COc1ccc(/C=C/c2nnc(NC(=O)c3ccco3)s2)cc1	17%	-16%	-1	0%	20%	10%	-7	-1%	23
N#CC(=Cc1ccccn1)c1nc(-c2ccc(Cl)cc2)cs1	11%	-23%	-3	0%	-3%	3%	0	nt	-13

Screening data from PubChem BioAssay.
